NadD inh – inhibitors of S. aureus NadD, primary screen, biochemical, colorimetric, uHTS. Nicotinate-nucleotide adenylyltransferase NadD (Staphylococcus aureus N315). purified NadD enzyme, colorimetric absorbance read-out. inhibition, % at 20 µM. actives 0.78% (n = 360,000). AID 602399, 2012; in the data active = inhibition above about 26%; also: some compounds past the cut are filed as inactive
Scp1 inh – Scp-1 phosphatase inhibitors, primary screen, biochemical, colorimetric, uHTS | AID 493091, 2011 | inhibition, % at 20 µM | Recombinant Scp1, phosphopeptide, malachite green phosphate absorbance | Carboxy-terminal domain RNA polymerase II polypeptide A small phosphatase 1 (Homo … | actives 0.88% (n = 340,000);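 active = inhibition above about 50% at 20 µM, limit read from the data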;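 also: plate controls were DMSO wells with enzyme for no effect and wells lacking enzyme for full effect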
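System: truncated SCP-1 phosphatase (76-261aa); medium: Tris acetate buffer pH 5.5 with MgCl2 and Tween-20; incubation: 45 min room-temperature reaction, 5 min colour, 30 min stabiliser; compound: single 20 µM dose, 1% DMSO; reagent: Phosphorylated 17-residue peptide substrate; read-out: % inhibition at 20 µM; technique: colorimetric free-phosphate detection, absorbance 630 nm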
MsrA inhibitor – bovine MsrA enzyme inhibitors, primary screen, biochemical, absorbance, HTS; purified bovine MsrA, absorbance read-out; AID 651718, 2012; Methionine sulfoxide reductase A (Bos taurus); actives 0.75% (n = 360,000); inhibition, % at 15.5 µM; in the data active = inhibition above about 4.5%;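 also: 0% = vehicle wells with enzyme and 100% = reference inhibitor wells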
STEP inh – STEP phosphatase inhibitors, primary screen, biochemical, fluorescence intensity, uHTS; inhibition, % at 20 µM; AID 588621, 2011; recombinant STEP, OMFP fluorogenic substrate; actives 0.25% (n = 360,000); Tyrosine-protein phosphatase non-receptor type 5 (Homo sapiens), P54829;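 active = inhibition at 20 µM, scaled per plate between control wells, above about 37%, limit read from the data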;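 also: 0% = DMSO with enzyme and substrate and 100% = substrate only without enzyme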
Target sequence (P54829 whole entry, looked up): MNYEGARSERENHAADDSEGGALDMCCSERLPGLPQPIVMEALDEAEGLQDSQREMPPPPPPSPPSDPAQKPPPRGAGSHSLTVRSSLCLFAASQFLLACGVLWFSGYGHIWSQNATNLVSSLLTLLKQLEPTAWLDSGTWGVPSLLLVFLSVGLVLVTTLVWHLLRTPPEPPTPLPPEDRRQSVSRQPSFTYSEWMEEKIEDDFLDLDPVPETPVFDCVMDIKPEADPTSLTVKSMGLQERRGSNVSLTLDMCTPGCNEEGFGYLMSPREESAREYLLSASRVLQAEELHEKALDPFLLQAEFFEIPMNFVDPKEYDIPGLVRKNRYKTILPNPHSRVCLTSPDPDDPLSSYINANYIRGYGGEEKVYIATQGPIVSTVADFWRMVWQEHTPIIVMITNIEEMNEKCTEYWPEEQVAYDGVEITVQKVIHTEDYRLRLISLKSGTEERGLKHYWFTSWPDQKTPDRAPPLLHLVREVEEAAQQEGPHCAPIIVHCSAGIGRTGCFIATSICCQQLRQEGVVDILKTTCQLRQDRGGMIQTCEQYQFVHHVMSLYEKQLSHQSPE
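material = STEP tyrosine phosphatase | reagent = fluorogenic phosphatase substrate OMFP at 25 µM final | doses = single compound dose of 20 µM, 1% DMSO final | schedule = 20 min reaction, room temperature, in the dark | measured by = fluorescence, 480/540 nm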
CSN deneddyl inh – inhibitors of CSN-mediated cullin deneddylation, primary screen, biochemical, fluorescence polarization, uHTS; COP9 signalosome complex subunit 5 (Homo sapiens), Q92905; Purified CSN, SCF-Nedd8-OG deneddylation; inhibition, % at 12.5 µM; actives 0.38% (n = 360,000); AID 651999, 2013;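 active = pattern-corrected inhibition above about 35%, with an unprinted fluorescence ratio check between 0.5 and 1.5, limit read from the data, passing the limit was not always enough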;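 also: 0% = enzyme with substrate and 100% = substrate without enzyme; some results filed as inactive read as strong as hits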
Target sequence (Q92905 whole entry, looked up, one chain of several): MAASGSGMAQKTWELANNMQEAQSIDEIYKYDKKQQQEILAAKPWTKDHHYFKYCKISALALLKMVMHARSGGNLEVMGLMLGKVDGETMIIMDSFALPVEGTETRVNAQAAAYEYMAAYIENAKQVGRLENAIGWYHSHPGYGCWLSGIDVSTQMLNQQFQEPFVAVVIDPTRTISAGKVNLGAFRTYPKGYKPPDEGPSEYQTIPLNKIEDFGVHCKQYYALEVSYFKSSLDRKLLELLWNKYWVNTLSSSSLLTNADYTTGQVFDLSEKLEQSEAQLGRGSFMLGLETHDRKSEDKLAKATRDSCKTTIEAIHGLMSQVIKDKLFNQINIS
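test system = HEK293T-derived human Csn5 enzyme | amount = 0.24 nM Csn5 enzyme, final concentration | medium = Tris/NaCl/DTT buffer, pH 7.5 | schedule = 90 min reaction at room temperature | signal = FP | evaluation = inhibition of Csn5 cleavage, % | compound dosing = single dose of 12.5 µM compound with 0.25% DMSO | probe or stimulus = 10 nM SCFSkp2-Nedd8OG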
DNMT1 block – human DNMT1 methyltransferase inhibitors, primary screen, biochemical, molecular beacon, fluorescence, HinP1I cleavage, uHTS | DNA (cytosine-5)-methyltransferase 1 (Homo sapiens), P26358 | inhibition (reported as % activation of signal), % at 10 µM | actives 0.83% (n = 360,000) | AID 588458, 2011; in the data active = inhibition above about 50%
LMPTP inh – LMPTP phosphatase inhibitors, primary screen, biochemical, fluorescence intensity, uHTS; Low molecular weight phosphotyrosine protein phosphatase (Homo sapiens), P24666; recombinant LMPTP-A, OMFP fluorogenic substrate; inhibition, % at 20 µM; actives 0.22% (n = 360,000);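 active = compounds that cut the enzyme signal by at least half of the control window in the single-dose screen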;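 also: plate controls were DMSO wells with enzyme plus substrate for no effect and substrate without enzyme for full effect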
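Buffer or medium: Bis-Tris pH 6.0, DTT, detergent; Assay system: LMPTP-A enzyme; Quantity: 0.625 nM enzyme; Detection: endpoint fluorescence intensity; Times: 50 min dark incubation at room temperature; Controls: substrate-only low control, DMSO enzyme-plus-substrate high control; Doses: single 20 µM dose; Read-out: percent inhibition versus substrate-only and uninhibited controls; Reagent: 400 µM OMFP.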
TbMetRS inhib – T. brucei MetRS inhibitors, primary screen, biochemical, luminescence. methionyl-tRNA synthetase (Trypanosoma brucei brucei). inhibition, % at 11.9 µM. actives 0.4% (n = 360,000). purified T. brucei MetRS, ATP depletion, Kinase-Glo luminescence;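 active = inhibition above a per-plate cutoff of the control wells' mean inhibition plus 3 SD, cut at about 5.5% in these data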;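 also: 0% = DMSO wells median and 100% = median of wells with control inhibitor compound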
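Dosing: 11.9 µM compound single dose, 0.9% DMSO; Assay system: purified T. brucei MetRS enzyme; Measured by: Kinase-Glo luciferase luminescence reporting remaining unconsumed ATP; Schedule: 15 min plus 2 h at 25 °C.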
Rpn11 block – Rpn11 (PSMD14) deubiquitinase inhibitors, primary screen, biochemical, fluorescence polarization, uHTS. actives 0.59% (n = 360,000). AID 588493, 2011. calls only at 20 µM. human 26S proteasome, Ub4-pepOG fluorescence polarization; 20S core pre-blocked with epoxomicin;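 active = inhibition at 20 µM, scaled to each plate's controls, above about 33%, limit read from the data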
SUMO1-SIM PPI – modulators of SUMO1 protein-protein interactions, primary screen, biochemical, uHTS. inhibition, % at 20 µM. actives 0.33% (n = 360,000). Small ubiquitin-related modifier 1 (Homo sapiens), P63165. SUMO1 binding to a labelled peptide, TR-FRET, 1 h. AID 602429, 2012; in the data active = inhibition above about 37%
Target sequence (P63165 whole entry, looked up): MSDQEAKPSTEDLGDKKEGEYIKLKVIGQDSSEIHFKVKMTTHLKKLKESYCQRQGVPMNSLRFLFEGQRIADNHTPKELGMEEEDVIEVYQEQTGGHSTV
* hit, by the source's call; i = inactive; . = not tested or not shown.

SMILES | NadD inh | Scp1 inh | MsrA inhibitor | STEP inh | CSN deneddyl inh | DNMT1 block | LMPTP inh | TbMetRS inhib | Rpn11 block | SUMO1-SIM PPI
O=C1C2CCCN2C(c2cccnc2)N1c1ccc(Cl)c(Cl)c1 (stereo not drawn) | -3.0 | 6.1 | 1.3 | -1.5 | 2.6 | -0.8 | -1.0 | -1.1 | i | -0.7
CC12CN3CCN(CC(C3)C1O)C2 (stereo not drawn) | -3.5 | -9.6 | -0.1 | -0.1 | -4.0 | 0.4 | -4.2 | -1.3 | i | -1.4
C[N+](C)(N)CCOC(=O)C(O)(c1ccccc1)C1CCCCC1 (stereo not drawn) | -10.4 | 3.1 | -1.1 | 2.7 | -2.1 | 4.4 | -1.7 | -0.4 | i | -1.2
Cc1c(CCC(=O)N2C[C@H]3C[C@@H](C2)c2cccc(=O)n2C3)c(=O)oc2c(C)c(O)ccc12 | 2.0 | . | 1.0 | 2.7 | -3.5 | 8.8 | -2.8 | -0.2 | i | 1.3
NC(Cc1ccc(Cl)cc1)c1csc(Nc2cnccn2)n1 (stereo not drawn) | -4.6 | . | 0.4 | -1.8 | 0.8 | 2.1 | -0.5 | 0.2 | i | -4.0
Cc1ccccc1NC(=O)CCl | -6.4 | 3.1 | -0.3 | -1.3 | 1.4 | 1.7 | -2.4 | -0.7 | i | 1.1
CCC1=Nc2cc(C(=O)N3CCC4(CC3)OCCO4)ccc2Sc2ccc(Br)cc21 | 0.4 | -2.4 | -0.3 | 3.6 | -1.7 | 0.1 | 1.7 | -0.1 | i | 2.5
CC(=NCC1CCCO1)c1c(O)n(Cc2ccccc2)c(=O)[nH]c1=O (stereo not drawn) | -3.9 | -9.7 | 1.3 | 0.7 | 5.2 | -0.6 | 0.7 | -0.2 | i | -2.2
C[n+]1c(-c2ccccc2)cc(-c2ccc(O)cc2)cc1-c1ccccc1 | 0.7 | 2.2 | 3.4 | -0.3 | 1.5 | -3.1 | 3.3 | 0.0 | i | -16.5
CCOP(=O)(OCC)OCC | -2.7 | -3.3 | 0.7 | 1.6 | -3.8 | 0.1 | -0.9 | -0.4 | i | 1.2
COCCCNC(=O)c1c(NC(=O)c2ccco2)n(Cc2ccccc2)c2nc3ccccc3nc12 | -23.1 | -15.0 | 0.1 | 3.2 | -1.1 | -9.7 | 2.6 | 0.2 | i | 4.6
CN1CCC(O)(c2ccccc2)C2CCCC21 (stereo not drawn) | -3.8 | -2.8 | -0.3 | -1.3 | -1.2 | 0.3 | 0.1 | -0.6 | i | -2.7
CC1(CCCc2ccc(N(CCCl)CCCl)cc2)NC(=O)NC1=O (stereo not drawn) | -0.2 | . | -0.9 | -1.5 | 2.2 | 2.1 | -0.5 | 0.3 | i | 7.7
COc1ccc(CNC(=O)/C=C/c2ccc3[nH]cc(CCN(C)C)c3c2)cc1 | -5.6 | -11.3 | 0.7 | -1.7 | 2.8 | -4.8 | 0.2 | -0.7 | i | -11.5
CCn1c(O)c(C=NCc2ccccc2)c(=O)[nH]c1=S | -2.2 | -2.7 | 2.0 | 3.8 | 0.3 | 10.2 | 3.0 | -0.6 | i | 2.6
CCCCCn1c(=O)c(C(=O)Nc2ccccc2C)c(O)c2ccccc21 | -8.2 | -5.7 | -1.2 | 4.1 | -1.8 | 0.2 | 0.3 | 0.3 | i | -0.3
O=C1NC(=O)C(CCc2ccncc2)(Cc2cccc(Cl)c2Cl)C(=O)N1c1ccc(Br)cc1 (stereo not drawn) | 16.0 | 9.0 | 0.6 | -1.8 | 1.8 | -9.3 | 1.1 | 0.0 | i | 4.9
CCCCCn1c(=O)c(C(=O)Nc2cccc(C)c2)c(O)c2ccccc21 | 1.1 | -6.5 | -0.4 | 1.7 | -1.9 | 1.9 | -1.3 | 0.0 | i | 0.3
Cc1ccc(OCC(=O)Nc2ccc(Cl)cc2C(=O)c2ccccc2)cc1 | -3.9 | -6.7 | 0.0 | -0.2 | -4.5 | 0.0 | 1.8 | -0.3 | i | 5.1
CCOC(=O)c1c(C)n(C(C)C)c2ccc(OC(=O)c3ccc(N4C(=O)CCC4=O)cc3)cc12 | -21.0 | -6.3 | -0.2 | -0.8 | -1.8 | -0.7 | 0.3 | -0.6 | i | -1.3

The list goes on (2 carried over from the part before).
SMILES | NadD inh | Scp1 inh | MsrA inhibitor | STEP inh | CSN deneddyl inh | DNMT1 block | LMPTP inh | TbMetRS inhib | Rpn11 block | SUMO1-SIM PPI
Cc1ccc(OCC(=O)Nc2ccc(Cl)cc2C(=O)c2ccccc2)cc1 | -3.9 | -6.7 | 0.0 | -0.2 | -4.5 | 0.0 | 1.8 | -0.3 | i | 5.1
CCOC(=O)c1c(C)n(C(C)C)c2ccc(OC(=O)c3ccc(N4C(=O)CCC4=O)cc3)cc12 | -21.0 | -6.3 | -0.2 | -0.8 | -1.8 | -0.7 | 0.3 | -0.6 | i | -1.3
O=C1NC(=O)N(Cc2ccc(F)cc2)C(=O)/C1=C/c1cccs1 | 11.9 | 19.1 | 1.5 | 7.5 | 9.0 | 14.5 | 0.0 | -0.4 | i | 7.0
CCCCOC(=O)c1ccccc1N | -3.5 | 2.7 | 1.5 | -4.4 | -0.5 | 1.0 | -0.1 | -0.5 | i | 2.8
O=C(NC1CN2CCC1CC2)c1cc(Cl)c([N+](=O)[O-])c2nc[nH]c12 (stereo not drawn) | -5.5 | -21.3 | 2.2 | 2.6 | 2.5 | 5.8 | 1.6 | 0.1 | i | -27.4
O=C(c1ccccc1F)N1CCC2(CC1)OCCO2 | 2.1 | -5.7 | -1.0 | -1.2 | -0.1 | 0.4 | -0.1 | -0.5 | i | 0.1
CC(=CCOc1ccc2ccc(=O)oc2c1)C1=CC(=O)C(C)(C)O1 | -4.3 | . | 0.9 | -1.9 | 3.7 | 6.2 | -0.4 | 0.0 | i | -16.0
C1CCC(NC2CCCCC2)CC1 | 7.9 | -9.2 | 0.9 | 1.0 | -0.8 | -0.7 | 0.5 | -0.7 | i | 1.0
O=C1C(c2ccccc2)=C(N2CC2)c2ccccc21 | -5.9 | -4.2 | -0.1 | 2.1 | -2.1 | -5.2 | -1.0 | -0.1 | i | -28.8
Clc1ccc(C(OCCN2CCCCC2)c2ccccc2)cc1 (stereo not drawn) | -2.3 | -8.8 | -1.1 | -0.2 | 0.1 | -1.0 | -1.0 | -0.6 | i | -3.0
COc1ccc2[nH]c3c(c2c1)CCN=C3C | 3.2 | -8.8 | 2.7 | -2.9 | 6.2 | -19.7 | 1.5 | -0.5 | i | -18.9
Nc1ccccc1C(=O)OCCc1ccccc1 | 1.0 | -3.3 | 1.1 | -0.1 | 0.7 | -0.5 | 1.1 | -0.2 | i | 2.9
CCCCOc1ccc(C(C)=O)cc1Cc1c(O)[nH]c(=S)[nH]c1=O | 1.5 | 0.8 | 0.7 | -2.4 | -2.6 | -5.0 | -2.2 | -0.5 | i | 2.5
Cc1nc2ccccc2c(=O)n1-c1cccnc1 | -0.5 | -3.7 | 0.3 | -2.8 | 2.6 | 0.3 | -1.2 | -0.1 | i | -1.3
CC1C(=O)OC2CCN3CC=C(COC(=O)C(C)(O)C1(C)O)C23 (stereo not drawn) | 6.3 | -4.0 | 0.0 | -2.0 | -1.0 | -2.3 | -0.7 | 1.0 | i | 0.6
COc1cc(CN=C(C)c2c(O)n(C)c(=O)n(C)c2=O)cc(OC)c1 | -2.4 | -8.9 | 1.5 | 1.0 | 1.9 | 1.8 | -0.6 | 0.0 | i | 0.1
Cn1c(O)c(C=NC2CCN(Cc3ccccc3)CC2)c(=O)[nH]c1=O | 4.8 | -3.3 | 0.4 | -3.8 | 0.2 | 2.2 | -1.6 | -0.4 | i | 4.0
COC(=O)CCCNC(=O)CN1CC(c2ccccc2)CC1=O (stereo not drawn) | -1.2 | 1.1 | -0.2 | -3.8 | -0.2 | -1.2 | -2.1 | -0.7 | i | -0.4
CCN1CCN(c2nc3c(c(=O)[nH]2)CCCC3)CC1 | -1.3 | 3.8 | -1.0 | 0.4 | 3.4 | 1.9 | -1.3 | -1.6 | i | -1.1
CCOc1cc2c(cc1OCC)-n1cccc1C(c1cccc([N+](=O)[O-])c1)NC2 (stereo not drawn) | 1.2 | 5.3 | -0.8 | 0.8 | 4.0 | -1.9 | 0.2 | -1.2 | i | -11.9
CCOC(=O)CC(NC(=O)C(Cc1ccc(N(CCCl)CCCl)cc1)NC(C)=O)C(=O)OCC (stereo not drawn) | 2.0 | -3.1 | -0.2 | 0.2 | -6.8 | -0.1 | -1.0 | -0.3 | i | 0.2
CCCOP(=O)(OCCC)C(NC(=O)c1ccccc1)=C(Cl)Cl | 2.4 | -5.5 | -0.7 | -1.6 | -17.9 | -4.4 | -1.2 | -0.4 | i | 1.3
O=C(C(=O)N1CCOCC1)c1cn(CCCOc2ccccc2)c2ccccc12 | -3.4 | 1.1 | 1.8 | 0.5 | -7.9 | -1.4 | 0.7 | 0.4 | i | 2.8
CC(=O)O[C@@H]1/C=C/[C@](C)(O)C[C@@H](C)C/C=C/[C@H]2[C@H](O)[C@@](C)(O)[C@@H](C)[C@H]3[C@H](Cc4ccccc4)NC(=O)[C@@]312 | 1.4 | -1.3 | . | -1.3 | 4.6 | -0.1 | 1.2 | -0.5 | i | -1.0
Cc1cccn2c(NCC3CCCO3)c(C(C)C)nc12 (stereo not drawn) | 4.5 | -4.3 | -0.8 | -4.1 | 5.8 | 1.8 | 0.1 | 0.2 | i | 1.8

Source: PubChem BioAssay

These rows are one share of the data; count on the stated rates, not on these rows.
